From PubChem BioAssay
T cell HTS – modulators of CD8 T cell-vesicle binding, primary screen, mouse 2C CD8+ T cells, flow cytometry; AID 2052, 2009; calls only at 7 µM; 2C CD8+ T cell-vesicle binding; stronger effect = lower value; hit rate 0.068% among 330,000;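 active = response, share of CD8 T cells binding vesicles, and their 90th percentile fluorescence all below set limits, cut at about 80% in these data, passing the limit was not always enough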
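incubation = binding step 1.5 h, 37 °C, antibody labelling 20 min, ice | test system = 2C mouse CD8+ T cells | read-out basis = percent CD8+ FL2 mean versus row control | controls = Peptide-free naked vesicles (low) and QL9 vesicles with 0.7% DMSO vehicle (high) | detection = flow cytometry of vesicle-bound cells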
T cell HTS vesicle-bound % – second read-out of T cell HTS, no call of its own (marks repeat the call); double positive events, %; measured here: CD8+ vesicle-bound cell fraction;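 binding gate set so that unloaded-vesicle control wells show 10% double positive cells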
An asterisk follows results filed as active; i = inactive. This is a subset. The share of hits here may be higher or lower than overall.

The opening two compounds (preview)
T cell HTS vesicle-bound %,T cell HTS,Compound
40,i,C=CCN1CCCC1CNC(=O)c1cc2[nH]nnc2cc1OC (stereo unspecified)
74,i,Cc1ccc(N2CC(C(=O)Nc3ncc([N+](=O)[O-])s3)CC2=O)cc1 (stereo unspecified)

The listing, from the first entry:
T cell HTS vesicle-bound %,T cell HTS,Compound
40,i,C=CCN1CCCC1CNC(=O)c1cc2[nH]nnc2cc1OC (stereo unspecified)
74,i,Cc1ccc(N2CC(C(=O)Nc3ncc([N+](=O)[O-])s3)CC2=O)cc1 (stereo unspecified)
36,i,CC(=O)N1c2ccc(S(=O)(=O)NCCC(=O)Nc3ccc(F)cc3)cc2CC1C (stereo unspecified)
25,i,CN(C)S(=O)(=O)c1ccc(SCC(=O)N2CC(=O)Nc3ccccc32)nc1
16,i,Cc1ccc(OC(C)C(=O)Nc2ccc(S(=O)(=O)N3CCOCC3)cc2)cc1 (stereo unspecified)
65,i,CC(=O)Oc1ccc(C(=O)NC(C)CCc2ccccc2)cc1 (stereo unspecified)
11,i,COc1ccc(NC(=O)C2CCN(C(=O)[C@@H]3Cc4ccccc4CN3)CC2)cc1
27,i,COC(CNC(=O)C(=O)NCC1OCCN1S(=O)(=O)c1ccccc1)OC (stereo unspecified)
30,i,COc1ccc(OC)c(NC(=O)C2CCN(S(=O)(=O)c3ccc4c(c3)CC(C)N4C(C)=O)CC2)c1 (stereo unspecified)
12,i,Cc1cccc(NC(=O)C2CCCN(c3cnccn3)C2)c1 (stereo unspecified)
34,i,Cc1cc(OCc2cc(C(=O)N(C)C(C)c3ccccn3)no2)cc(C)c1Cl (stereo unspecified)
8,i,Cc1ccc(OCC(=O)Nc2ccc3oc(=O)ccc3c2)c(C)c1
38,i,CN(Cc1ccco1)C(=O)Cn1ncc2c([nH]c3ccccc32)c1=O
8,i,O=C(NNS(=O)(=O)c1ccccc1F)c1ccccc1-n1cccc1
24,i,CN1CCN(CCCNC(=O)c2ccc(/C=C3\Oc4ccccc4N(Cc4ccc(Cl)cc4)C3=O)cc2)CC1
53,i,CN(CC(=O)Nc1cccc(F)c1)C(=O)CSc1ccc(Br)cc1
44,i,O=C(COC(=O)/C=C/c1cccc(C(F)(F)F)c1)NCc1ccco1
42,i,CCCCC(NC(=O)Cc1c(C)c2cc3c(C)c(C)oc3c(C)c2oc1=O)C(=O)O (stereo unspecified)
32,i,Cc1ccc(S(=O)(=O)N(C)C)cc1NC(=O)COC(=O)C1CC1
44,i,COc1ccc(CCn2c(=N)c(C(=O)NC3CCCC3)cc3c(=O)n4ccccc4nc32)cc1OC
46,i,COCCCNC(=O)CSc1nc2ccccc2c(=O)n1CCCN1CCCCC1
22,i,COc1ccc(Cl)cc1NC(=O)CCS(=O)(=O)c1ccc(Br)cc1
34,i,C/C(=N\NC(=O)c1ccc(Cl)cc1)c1ccc2[nH]ccc2c1
38,i,COc1ccc(CNC(=O)Cn2ccc(N)nc2=O)cc1
46,i,CC1CC(C)CN(C(=O)c2ccc(NS(=O)(=O)c3ccc4[nH]c(=O)[nH]c4c3)cc2)C1 (stereo unspecified)
13,i,CCc1ccc([C@H]2C(C(=O)O)=C[C@@H](CC)N2S(=O)(=O)c2ccc(C)cc2)cc1
11,i,CN(CC(=O)NCCc1ccc(S(N)(=O)=O)cc1)S(=O)(=O)c1ccc(Br)s1
8,i,CN1C(=O)Cc2cc(S(=O)(=O)NCc3c(F)cccc3Cl)ccc21
47,i,COc1ccc(N2CCN(C(=O)COC(=O)Cc3c(F)cccc3Cl)CC2)cc1
6,i,CCCc1ccc(OCC(O)CN2CCCC2)cc1 (stereo unspecified)
3,i,Cc1ccc(N2CCN(S(=O)(=O)c3ccc(-n4cnnn4)cc3)CC2)c(C)c1
49,i,Cc1cccc(NC(=O)CN2C(=O)NC3(CCCCCCC3)C2=O)c1C
48,i,COc1ccc(CNC(=O)CC23CC4CC(CC(C4)C2)C3)cc1OC
29,i,CC1(C)CC(=O)C=C(Nc2ccc(F)c(Cl)c2)C1
22,i,CCc1cc(=O)oc2c3c(cc(OCC(=O)NCCCC(=O)O)c12)OC(C)(C)CC3
34,i,Nc1c(C(=O)Nc2ccccc2)nnn1-c1ccc2c(c1)OCCO2
26,i,C[C@H](NC(=O)N1CCn2c1nc1ccccc12)C(=O)NC1CC1
53,i,CCN1CCN(CCC(=O)Nc2ccccc2C)CC1
51,i,CC1Sc2ccc(S(=O)(=O)NCCc3ccccc3)cc2NC1=O (stereo unspecified)
3,i,NC(=O)c1ccccc1NC(=O)CN1CCN(Cc2ccc(Cl)cc2Cl)CC1
47,i,Cc1ccc(OCCSc2nc3ccccc3n2CC(=O)O)cc1C
52,i,O=C(Nc1ccncc1)c1cc2ccccc2cc1O
17,i,CCOc1ccc(N(CC(=O)NCCc2ccccc2)C(=O)CCC(=O)Nc2cc(C)ccn2)cc1
37,i,C=CCNC(=O)c1ccc2c(c1)N(CC)C(=O)c1ccccc1S2
19,i,Cc1cnc(CNC(=O)C2CCC(=O)N(Cc3ccc(Cl)cc3)C2)[nH]1 (stereo unspecified)
12,i,Cc1cccnc1CCNC(=O)C1CCC(=O)N(Cc2cccc(F)c2)C1 (stereo unspecified)
36,i,CS(=O)(=O)c1ccc(NC(=O)CCN2C(=O)C3CCCCC3C2=O)cc1 (stereo unspecified)
54,i,Cc1cccc(N2C(=O)c3ccc(C(=O)Nc4ccccn4)cc3C2=O)c1
27,i,COc1cccc(CNC(=O)CCCc2c[nH]c3ccccc23)c1
62,i,Cc1nc(-c2ccc(C(=O)Nc3cc(S(N)(=O)=O)ccc3C)cc2)cs1

Nothing new here: 19 of the compounds above.
T cell HTS vesicle-bound %,T cell HTS,Compound
47,i,COc1ccc(N2CCN(C(=O)COC(=O)Cc3c(F)cccc3Cl)CC2)cc1
6,i,CCCc1ccc(OCC(O)CN2CCCC2)cc1 (stereo unspecified)
3,i,Cc1ccc(N2CCN(S(=O)(=O)c3ccc(-n4cnnn4)cc3)CC2)c(C)c1
49,i,Cc1cccc(NC(=O)CN2C(=O)NC3(CCCCCCC3)C2=O)c1C
48,i,COc1ccc(CNC(=O)CC23CC4CC(CC(C4)C2)C3)cc1OC
29,i,CC1(C)CC(=O)C=C(Nc2ccc(F)c(Cl)c2)C1
22,i,CCc1cc(=O)oc2c3c(cc(OCC(=O)NCCCC(=O)O)c12)OC(C)(C)CC3
34,i,Nc1c(C(=O)Nc2ccccc2)nnn1-c1ccc2c(c1)OCCO2
26,i,C[C@H](NC(=O)N1CCn2c1nc1ccccc12)C(=O)NC1CC1
53,i,CCN1CCN(CCC(=O)Nc2ccccc2C)CC1
51,i,CC1Sc2ccc(S(=O)(=O)NCCc3ccccc3)cc2NC1=O (stereo unspecified)
3,i,NC(=O)c1ccccc1NC(=O)CN1CCN(Cc2ccc(Cl)cc2Cl)CC1
47,i,Cc1ccc(OCCSc2nc3ccccc3n2CC(=O)O)cc1C
52,i,O=C(Nc1ccncc1)c1cc2ccccc2cc1O
17,i,CCOc1ccc(N(CC(=O)NCCc2ccccc2)C(=O)CCC(=O)Nc2cc(C)ccn2)cc1
37,i,C=CCNC(=O)c1ccc2c(c1)N(CC)C(=O)c1ccccc1S2
19,i,Cc1cnc(CNC(=O)C2CCC(=O)N(Cc3ccc(Cl)cc3)C2)[nH]1 (stereo unspecified)
12,i,Cc1cccnc1CCNC(=O)C1CCC(=O)N(Cc2cccc(F)c2)C1 (stereo unspecified)
36,i,CS(=O)(=O)c1ccc(NC(=O)CCN2C(=O)C3CCCCC3C2=O)cc1 (stereo unspecified)

(next part)
T cell HTS vesicle-bound %,T cell HTS,Compound
51,i,Cc1nc2oc3ccccc3c(=O)c2cc1C(=O)O
66,i,Cc1ccc(N2CC(O)Cn3c2nc2c3c(=O)[nH]c(=O)n2C)cc1 (stereo unspecified)
1,i,O=C(COc1ccc2c3c(c(=O)oc2c1)CCCC3)NCc1ccncc1
16,i,Cc1cc(NC(=O)c2ccc(Br)o2)ccc1NC(=O)c1ccco1
36,i,COc1ccc(OC)c(-c2csc(NC(=O)COC(=O)c3ccc(NC(=O)CC#N)cc3)n2)c1
33,i,COc1ccc2[nH]cc(CCNC(=O)c3ccco3)c2c1
25,i,O=C1C=C(c2cc(Cl)cc(Cl)c2)C[C@@H](c2ccc(F)cc2)C1
30,i,COc1cccc(OC)c1C(=O)OCC(=O)N1CC(C)CC(C)C1 (stereo unspecified)
48,i,O=C(CN(Cc1ccccc1F)C(=O)c1csnn1)NC1CCCCC1
14,i,CCCCN(C)CCCNC(=O)c1cn(C)c2ccc(S(=O)(=O)N(C)C3CCCCC3)cc2c1=O
18,i,Cc1cccc(C)c1OCc1cc(C(=O)N2CCN(Cc3nccn3C)CC2)no1
12,i,COCCNC(=O)CN1C(=O)COc2ccc(S(=O)(=O)N3CCCCCC3)cc21
8,i,CC(C)N(C(=O)[C@H]1CC(CC(=O)NCCc2ccccn2)C(=O)N2CCc3c([nH]c4ccccc34)[C@]12C)C(C)C (stereo partly specified)
41,i,O=C(Nc1ccccc1)Nc1ccc2ccccc2n1
51,i,CCCn1c(=O)c(C(=O)NCCc2ccc(OC)c(OC)c2)c(O)c2ccccc21
36,i,CCN(CC(=O)Nc1cc(S(=O)(=O)N2CCOCC2)ccc1Cl)Cc1ccccc1
46,i,OCC[C@H]1C[C@@H](O)[C@H](O)[C@@]2(Cc3ccccc3O2)O1
44,i,O=C(Nc1cccc(Br)c1)c1cc(S(=O)(=O)N2CCOCC2)cs1
34,i,O=C(Nc1ccc(Br)cc1)c1ccc(-n2cnnn2)cc1
50,i,Cc1cccc(C(=O)OCC(=O)NC(C)CCc2ccccc2)c1O (stereo unspecified)
10,i,CN(Cc1ccccc1)C(=O)COC(=O)COc1ccc(C#N)cc1
9,i,C/C(CC(=O)Nc1ccc2c(c1)OCCO2)=N\NC(=O)c1ccccc1F
18,i,O=C(NNC(=O)c1cccs1)c1cccc(F)c1
56,i,COCCN(C(=O)c1ccccc1F)c1nc(-c2ccc(OC)cc2)cs1
71,i,O=C(NCc1ccc2c(c1)OCO2)Nc1ccc([N+](=O)[O-])cc1
42,i,O=C(CN1CCN(C(=O)c2cncn2-c2ccccc2)CC1)Nc1ccccc1Cl
22,i,N=c1c(S(=O)(=O)c2ccc(Cl)cc2)cc2c(=O)n3ccccc3nc2n1CC1CCCO1 (stereo unspecified)
21,i,CN(C)CCCN(C(=O)c1nc2ccccc2s1)c1nc2ccc(F)cc2s1
1,i,COc1ccccc1C(=O)NCC(=O)N=Nc1c(O)n(C(C)C)c2ccccc12
0,i,COc1ccc(NC(=O)NNS(=O)(=O)c2ccc(OC)c(OC)c2)c(OC)c1
28,i,O=C(Nc1ccc(F)cc1)c1nc[nH]c1C(=O)O
31,i,Cc1cc(NC2CCCC2)n2nc(C)c(-c3ccccc3)c2n1
21,i,Cc1c(NS(=O)(=O)c2cc(C(=O)NCc3cccnc3)ccc2Cl)c(=O)n(-c2ccccc2)n1C
19,i,CC(C)Cn1c(N)c(C(=O)COC(=O)C2CCCN2C(=O)c2cccs2)c(=O)n(C)c1=O (stereo unspecified)
44,i,O=C(NCCCN1CCCC1=O)c1cc2ccccc2o1
17,i,CCOC(=O)c1c2ccccc2[n+]([O-])n1CCO
57,i,CC1CC1C(=O)Nc1nc2ccc(Cl)cc2s1 (stereo unspecified)
53,i,CC(=O)c1cccc(NC(=O)N2C3CCCC2CC(NC(=O)C2CC2)C3)c1 (stereo unspecified)
10,i,O=C(COc1ccc(Cl)cc1Cl)Nc1ccc(CN2CCOCC2)cc1
34,i,O=C(CCn1c(=S)[nH]c2cc3c(cc2c1=O)OCO3)NCc1cccc(Cl)c1
8,i,C[C@]12c3[nH]c4ccccc4c3CCN1C(=O)C(CC(=O)NCc1cccc(C(F)(F)F)c1)C[C@@H]2C(=O)N1CCCCC1 (stereo partly specified)
74,i,Cn1cc(S(=O)(=O)NCc2ccc(F)cc2)c(=O)n(C)c1=O
43,i,Cc1cccc(C)c1NC(=O)CNC(=O)C(C)N1CCCCC1 (stereo unspecified)
40,i,Cc1ccc(SCC(=O)NC2CCS(=O)(=O)C2)cc1C (stereo unspecified)
49,i,CC(CN1CCOCC1)OC(=O)c1cccc(Cl)c1 (stereo unspecified)
35,i,CC(C)C(=O)Nc1ccc(S(=O)(=O)N2CCC(c3nc4ccccc4[nH]3)CC2)cc1
61,i,COc1ccc(-c2nn(-c3ccccc3)cc2C(=O)N(C)CC(=O)Nc2ccc(N3CCOCC3)cc2)cc1
52,i,O=C(COC(=O)C1CCCCC1)Nc1cccc(F)c1
38,i,CC(C)(C)c1csc(NC(=O)C2=COCCO2)n1
44,i,COC(=O)c1ccccc1NC(=O)CCC(=O)N1CC(C)Oc2ccc(C)cc21 (stereo unspecified)

Following part
T cell HTS vesicle-bound %,T cell HTS,Compound
56,i,CC(NCCc1ccc(S(N)(=O)=O)cc1)C(=O)NCc1ccccc1 (stereo unspecified)
57,i,COc1ccc(CN2CCCC(N3CCN(c4cccc(Cl)c4)CC3)C2)cc1OC (stereo unspecified)
54,i,CCOc1ccccc1NC(=O)C(=O)CC(=O)c1cccc(OC)c1
33,i,NC(=O)C1Cc2ccccc2CN1C(=O)c1cccc(Oc2ccccc2)c1 (stereo unspecified)
11,i,CCOC(=O)[C@H]1[C@H]2COc3ccccc3[C@@H]2N2C(=O)CN(Cc3ccccc3)C(=O)[C@@]12C
55,i,Cc1ccccc1/C=C/c1cccc[n+]1C
5,i,CC(C)(C)OC(=O)N1CCC(C(=O)Nc2ccc3c(c2)CCC3)CC1
20,i,c1ccc(-c2csc(NC3CCCCC3)n2)cc1
13,i,CCCCN(C(=O)CSc1nnnn1C)C1CCS(=O)(=O)C1 (stereo unspecified)
9,i,CCN(CC(=O)Nc1c(F)cccc1F)C(=O)c1ccc(C#N)cc1
40,i,COc1cc2cc(C(=O)N3CCC(Cc4ccccc4)CC3)[nH]c2cc1OC
23,i,O=C(NCCN1CCCCC1)/C(=C/c1ccco1)NC(=O)c1ccccc1
30,i,COCCN(C(=O)c1cc(-c2ccco2)nc2ccccc12)c1c(N)n(Cc2ccccc2)c(=O)[nH]c1=O
